TWEAK-Fn14 inh – inhibitors of TWEAK-Fn14 interaction signaling | 360,000 compounds, 2% hits | AID 1159606 | inhibition, % at 10 µM | TWEAK-stimulated Fn14 reporter cells, luciferase luminescence, 8 h; in the data active means inhibition above about 50%
SRC1 inh – human NCOA1 inhibition. AID 588354. HEK293 GAL4-SRC1 luciferase reporter, luminescence. Q15788. inhibition, % at 3.6 µM. 360,000 compounds, 0.12% hits;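 active means inhibition above the campaign mean plus 3 SD, with each screening campaign given its own cutoff, cut at about 60% in these data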;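 further: 0% = DMSO treated cells and 100% = gossypol at 36 µM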
LMP1 NFkB inh – inhibitors of Epstein-Barr LMP1-induced NF-kappaB reporter. LMP1-induced NF-kappaB luciferase reporter cells, luminescence. inhibition, % at 12.5 µM. 350,000 compounds, 0.69% hits. AID 504558; in the data active means inhibition above about 41%;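 further: 0% = neutral control wells and 100% = reference inhibitor control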
SRC2 inh – inhibits human steroid receptor coactivator 2. Q15596. HEK293 GAL4-SRC2 luciferase reporter, luminescence. inhibition, % at 9 µM. 370,000 compounds, 0.17% hits. AID 651957;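 active means inhibition above the mean inhibition of all tested compounds plus 3 SD, set per campaign, cut at about 52% in these data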;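 further: 0% = DMSO treated cells and 100% = cells given Gossypol at 36 µM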
NR5A2 inv ag – suppresses constitutive activity of human LRH-1. O00482. HEK293T StAR-luciferase reporter, LRH-1 transfected, 24 h. inhibition, % at 3.6 µM. 360,000 compounds, 0.13% hits;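 active means inhibition above the mean inhibition of all tested compounds plus 3 SD, cut at about 73% in these data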;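 further: 0% = DMSO wells and 100% = reporter-only cells lacking LRH-1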
NOD2-RIPK2 inh – blocks binding of human NOD2 to RIPK2 | O43353 | CHO BLA complementation NOD2-RIPK2, CCF4 ratio | inhibition, % at 4.98 µM | 360,000 compounds, 0.38% hits; in the data active means inhibition above about 21%;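 further: 0% = vehicle only and 100% = reference blocker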
Target sequence (O43353 whole entry, looked up): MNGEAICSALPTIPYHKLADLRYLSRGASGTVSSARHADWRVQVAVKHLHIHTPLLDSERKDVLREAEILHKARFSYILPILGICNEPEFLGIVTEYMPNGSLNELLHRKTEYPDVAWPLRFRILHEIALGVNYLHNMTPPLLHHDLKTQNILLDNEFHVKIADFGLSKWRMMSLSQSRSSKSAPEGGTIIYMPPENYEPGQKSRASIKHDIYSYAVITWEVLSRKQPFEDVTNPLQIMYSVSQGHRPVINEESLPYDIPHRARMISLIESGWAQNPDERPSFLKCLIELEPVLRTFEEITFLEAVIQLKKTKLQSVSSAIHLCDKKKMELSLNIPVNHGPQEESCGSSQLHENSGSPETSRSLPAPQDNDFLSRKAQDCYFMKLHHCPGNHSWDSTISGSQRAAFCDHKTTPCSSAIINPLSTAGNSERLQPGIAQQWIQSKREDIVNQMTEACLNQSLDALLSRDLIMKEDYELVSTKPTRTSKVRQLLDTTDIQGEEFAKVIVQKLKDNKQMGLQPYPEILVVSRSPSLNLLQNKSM
TLR9-MyD88 block – blocks human TLR9 binding to MyD88; Q9NR96+Q99836; CHO BLA complementation TLR9-MyD88, CCF4 FRET ratio; inhibition, % at 4.98 µM; 340,000 compounds, 0.21% hits; AID 504734;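 active means inhibition above the mean over all tested compounds plus 3 SD, cut at about 21% in these data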;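 further: 0% = DMSO only wells and 100% = clavulanate BLA inhibitor control wells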
NCOA3 inh – inhibits human SRC3 coactivator; Q9Y6Q9; HEK293 GAL4-SRC3 luciferase reporter, luminescence; inhibition, % at 3.6 µM; 360,000 compounds, 0.17% hits; AID 588352;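 active means inhibition above a per-campaign cutoff, the mean of all compounds plus 3 SD, cut at about 60% in these data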;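 further: 0% = DMSO-treated cells and 100% = gossypol-treated cells at 36 µM; higher means less SRC3-driven luciferase light from the GAL4 reporter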
NR2F2 inh – inhibitors of human COUP-TFII (NR2F2). HEK293T NGFI-A luciferase reporter, luminescence. 370,000 compounds, 0.7% hits. inhibition, % at 8.6 µM;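 active means inhibition above a per-plate cutoff, mean inhibition of test wells between control levels plus 3 SD, cut at about 38% in these data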;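 further: cells cotransfected with COUP-TFII expression vector driving the NGFI-A reporter; 0% = median of COUP-TF2 test wells and 100% = reporter-only cells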
Target sequence (P24468 whole entry, looked up): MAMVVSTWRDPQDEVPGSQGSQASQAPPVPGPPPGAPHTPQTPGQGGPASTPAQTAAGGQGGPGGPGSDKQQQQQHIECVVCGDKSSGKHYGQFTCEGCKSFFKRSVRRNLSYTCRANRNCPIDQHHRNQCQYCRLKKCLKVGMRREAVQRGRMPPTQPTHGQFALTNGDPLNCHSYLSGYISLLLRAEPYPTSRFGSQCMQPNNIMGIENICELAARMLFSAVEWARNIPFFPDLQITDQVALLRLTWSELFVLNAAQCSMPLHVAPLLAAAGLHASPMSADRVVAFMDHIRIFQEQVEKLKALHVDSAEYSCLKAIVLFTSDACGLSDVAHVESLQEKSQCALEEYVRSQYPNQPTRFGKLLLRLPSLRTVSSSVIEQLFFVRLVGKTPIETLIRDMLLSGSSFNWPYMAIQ
TROY NFkB inh – inhibitors of TROY-dependent NF-kB signaling | Q293 LMP1-TROYcd NF-kB luciferase reporter, 4 h | inhibition, % at 10 µM | 360,000 compounds, 0.98% hits | AID 1347056;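 active means compounds whose plate-normalised and pattern-corrected inhibition of the luciferase reporter signal at the single screening dose is 50% or more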
C8 TRAIL sens – sensitizes caspase-8 expressing cells to TRAIL | NB7+C8 cells + TRAIL, ATPlite viability luminescence | inhibition (viability loss, TRAIL sensitization), % at 10 µM | 360,000 compounds, 1% hits | AID 624354;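 active means compounds causing at least 50% loss of cell viability in the single-dose screen, relative to plate controls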
* hit, by the source's call; · = no result given. A portion of the library; count on the stated rates, not on these rows.

canonical_smiles	TWEAK-Fn14 inh	SRC1 inh	LMP1 NFkB inh	SRC2 inh	NR5A2 inv ag	NOD2-RIPK2 inh	TLR9-MyD88 block	NCOA3 inh	NR2F2 inh	TROY NFkB inh	C8 TRAIL sens
Cc1cccc(C)c1NC(=O)COC(=O)c1cc(=O)[nH]c2ccccc12	2.0	-16.2	-1.0	-9.0	19.6	-6.8	1.0	-18.4	-13.4	-6.9	-18.5
CCOC(=O)N1CCC(NC(=O)c2cc(C(=O)NCC(OC)OC)ccc2CO)CC1	-6.0	-10.0	-3.4	-8.9	0.8	-4.9	1.1	8.7	-3.3	5.2	-10.6
CCOc1ccc(OCC(=O)OCc2csc(CC(=O)Nc3ccccc3C)n2)cc1	-4.0	-3.5	5.8	-22.1	-10.7	-2.0	-11.3	-8.1	18.4	-19.3	-17.2
Cc1ccccc1-c1nc(CN2CCC(C(=O)NC3CCN(Cc4ccccc4)CC3)CC2)c(C)o1	-8.3	0.3	-31.3	20.6	8.1	5.2	0.5	2.0	9.1	-6.6	22.0
CC1CCCCN1C(=O)CN1C(=O)CN(C)C(=O)c2ccccc21 (stereo unspecified)	1.6	-1.7	-2.7	-10.3	-9.5	0.6	3.4	10.9	15.5	9.2	-3.2
CC(=O)NC(=O)Nc1sc(=S)n(C)c1C	-8.4	-0.5	6.2	-27.6	3.8	-5.0	-2.4	19.1	1.4	-12.2	-5.9
O=C(O)CCCn1cc(NC(=O)c2cccc(F)c2)cn1	1.0	4.0	-0.9	-20.1	-10.8	5.1	0.9	6.6	7.1	1.1	12.5
COc1cc(OC)c2nc(C)c3c(c2c1)N(c1ccc(O)cc1)CC3	-199.5	28.1	-9.1	-55.3	8.8	-4.5	-8.3	44.9	11.4	-27.0	2.5

Next structures follow:
canonical_smiles	TWEAK-Fn14 inh	SRC1 inh	LMP1 NFkB inh	SRC2 inh	NR5A2 inv ag	NOD2-RIPK2 inh	TLR9-MyD88 block	NCOA3 inh	NR2F2 inh	TROY NFkB inh	C8 TRAIL sens
NC(=O)c1ccccc1NC(=O)C(c1ccccc1)c1ccccc1	0.9	6.9	-5.0	1.1	0.0	-5.9	-7.8	11.4	10.6	-14.0	17.7
Cn1c(Oc2ccc(F)cc2)c(C=O)c2ccccc21	38.6	18.1	5.8	12.8	10.4	-5.9	-8.9	19.1	28.2	9.0	-7.5
Cc1cccc(NC(=S)N(CCc2nc3cc(C)c(C)cc3[nH]2)Cc2cccnc2)c1	-7.9	3.7	4.3	-10.9	-8.2	-1.8	-5.3	-4.0	15.2	-0.1	29.4
O=c1cc2c(nn1Cc1ccc(Cl)cc1)-c1ccccc1CC2	-14.4	-11.7	-8.0	11.5	24.0	4.9	-1.5	12.8	8.8	15.1	-10.2
COc1ccc(CC(=O)c2cc(OC)c(OC)cc2CC(=O)O)cc1OC	-19.0	-54.3	-13.9	24.9	-42.8	3.0	5.3	-43.4	-7.4	-11.6	-1.9
Oc1ccc(CN2CCN(c3ccccc3)CC2)c2cccnc12	-53.1	-1.0	19.0	·	10.9	5.5	3.0	12.5	·	20.2	8.4
Cc1ccc(S(=O)(=O)N2CCCCC2CCNC(=O)C(=O)NCC2CCCO2)cc1 (stereo unspecified)	2.5	-15.6	-4.3	7.9	-19.5	-3.8	0.1	-1.0	6.3	8.4	8.8
Cc1ccccc1NC(=O)c1cc2ccccc2o1	10.5	-71.4	-27.3	-46.6	-98.5	-6.9	9.4	-92.3	-87.0	-35.2	13.0

Continued:
canonical_smiles	TWEAK-Fn14 inh	SRC1 inh	LMP1 NFkB inh	SRC2 inh	NR5A2 inv ag	NOD2-RIPK2 inh	TLR9-MyD88 block	NCOA3 inh	NR2F2 inh	TROY NFkB inh	C8 TRAIL sens
O=S(=O)(c1ccc(Cl)cc1)c1nc(-c2ccccc2F)oc1NCCCN1CCOCC1	-11.9	-6.1	-10.3	5.8	5.3	-13.6	-1.7	18.5	-3.7	1.5	-8.9
O=C1OCCC1Sc1nc2ccccc2s1 (stereo unspecified)	-10.3	-3.6	-4.0	-3.0	3.4	-1.5	-0.8	9.7	2.8	-20.1	-4.8
COCCOc1ccc(C(F)(F)F)cc1NC(=O)c1ccccc1	7.1	-37.4	-0.5	4.7	-4.2	-87.2	-10.8	-11.5	1.2	6.3	-0.3
CCOC(=O)C1(CCCc2ccccc2)CCN(C(=O)c2cc(C)nn2CC)CC1	-9.5	2.1	15.2	26.7	-6.9	-7.9	-5.2	-4.0	28.3	-38.2	2.3
O=[N+]([O-])C1=C(Nc2cccc3ccccc23)CS(=O)(=O)C1	8.8	8.4	-19.9	-3.1	-23.2	3.3	-3.6	9.2	15.7	2.7	-26.7
CC(C)(C)NC(=O)C1C(c2ccccc2)=Nc2ccccc2N1C(=O)c1ccc(C(F)(F)F)cc1 (stereo unspecified)	·	·	·	-10.8	8.9	-15.5	·	·	0.1	·	-7.8
CN(C)c1oc(-c2ccccc2)nc1C#N	-10.6	-19.8	2.6	-20.2	-10.4	-6.0	-0.9	-10.5	-2.4	7.0	-9.0
Cc1cc2occ(CC(=O)N(C)CC(=O)Nc3c(C)cccc3C)c2cc1C	-12.2	-9.5	5.8	2.7	-2.8	-5.9	4.1	-10.8	6.4	-8.4	3.2

More compounds
canonical_smiles	TWEAK-Fn14 inh	SRC1 inh	LMP1 NFkB inh	SRC2 inh	NR5A2 inv ag	NOD2-RIPK2 inh	TLR9-MyD88 block	NCOA3 inh	NR2F2 inh	TROY NFkB inh	C8 TRAIL sens
Cc1ccc(CN2C(=O)CCC2(C)C(=O)NCc2cccnc2)cc1 (stereo unspecified)	5.6	2.8	-4.7	4.5	-6.6	-0.9	2.0	-4.5	-10.9	-5.9	-1.2
COc1ccc(OCc2nc3ccccc3[nH]2)cc1	11.4	-118.1	-5.7	-63.6	-147.8	-1.0	-12.3	-111.2	-36.4	-33.3	47.6
CCOC1=C2[C@@H](CN(S(=O)(=O)c3ccc(C)cc3)[C@H]2c2ccccc2F)[C@H]2C(=O)N(Cc3ccccc3)C(=O)[C@H]2C1	26.9	9.7	·	-19.2	-0.2	-1.1	·	2.2	7.3	8.8	23.0
COc1ccc(Cl)cc1S(=O)(=O)NC(C)C(=O)NCc1cccnc1 (stereo unspecified)	0.8	-1.4	4.5	-11.0	-16.0	-16.3	-9.7	-2.2	10.2	-33.2	-22.9
Cc1ccc(C(=O)Cn2c(C(=O)OCCO)cc3ccccc32)cc1	16.4	-2.3	-19.1	13.1	23.3	-7.0	-1.9	-5.3	7.5	-3.5	28.9
CCOC(=O)Cc1cc(=O)n2[nH]c(C)c(-c3ccccc3)c2n1	-3.8	8.9	4.1	14.1	11.9	-5.7	9.7	26.6	17.9	3.8	-8.5
CC(C)(C)NC(=O)C[n+]1ccc(C(N)=O)cc1	-1.5	12.2	-10.0	-1.8	-8.4	1.8	6.9	3.4	-5.2	11.1	-4.6
COCCn1c(SCC(=O)N2CCN(c3ccccc3)CC2)nc2c(c1=O)SC(C)C2 (stereo unspecified)	-0.3	-13.2	-1.7	-3.5	-2.1	5.3	-14.9	5.3	-3.3	-1.2	2.2

(next part)
canonical_smiles	TWEAK-Fn14 inh	SRC1 inh	LMP1 NFkB inh	SRC2 inh	NR5A2 inv ag	NOD2-RIPK2 inh	TLR9-MyD88 block	NCOA3 inh	NR2F2 inh	TROY NFkB inh	C8 TRAIL sens
CCOC(=O)N1CCN(c2c(NCCCN(CC)CC)c(=O)c2=O)CC1	-0.2	2.8	-2.7	-11.1	-3.4	0.2	-7.7	-15.1	7.8	5.1	6.2
Cc1ccc(-n2cc(C(=O)c3cc(Cl)ccc3O)cc(C#N)c2=O)cc1	0.7	-3.8	2.6	-7.2	-2.4	-3.6	3.5	5.7	3.5	20.2	10.6
COc1cc([N+](=O)[O-])ccc1NC(=O)CSc1nncn1-c1cccnc1	6.2	0.1	-4.0	-17.1	1.2	-0.6	-1.3	-9.2	-2.6	1.1	3.8
Cc1ccc2nc(-c3ccccc3)c(Cc3cccc(Cl)c3)n2c1	28.9	-57.8	·	-47.1	-110.4	10.3	·	-62.8	-42.5	-20.5	11.2
c1cnc2ccc(C(c3nnnn3C3CCCCC3)N3CCN(C4CCCCC4)CC3)cc2c1 (stereo unspecified)	4.6	2.4	-14.3	-47.2	10.3	1.8	4.6	17.3	2.3	9.8	-8.5
Cc1ccc(/C=C2/SC(=O)NC2=S)o1	-3.3	-1.8	4.8	·	15.2	-6.2	2.8	0.7	·	-0.6	0.0
COC(=O)c1oc2ccc(Br)cc2c1NC(=O)CCN1CCOCC1	-31.6	-18.8	-8.3	-6.3	-9.0	-0.2	16.3	6.4	-7.8	-14.0	-0.1
Cc1ccccc1-c1noc(-c2ccccc2C(=O)NCC2CCCO2)n1 (stereo unspecified)	-8.5	16.8	-10.5	-10.5	-23.4	-8.6	5.0	9.6	17.2	-8.4	5.9
O=C1C2CCCN2C(c2cccs2)N1c1ccc(Cl)cc1 (stereo unspecified)	13.9	-59.1	-1.9	-18.3	-12.4	-15.9	-9.5	-76.2	1.8	-9.3	9.6
COc1ccc(-c2csc(NC(=O)C3CC(=O)N(c4ccc5c(c4)OCCO5)C3)n2)cc1 (stereo unspecified)	84.7*	-0.6	9.5	13.8	1.4	0.8	-3.1	19.4	14.5	55.5*	11.7
CC(C)CC(=O)N/C(N)=N/c1nc2ccccc2o1	-3.1	-79.1	-37.9	-41.4	-176.3	7.1	-6.2	-56.7	-38.9	-3.9	11.9

An excerpt from above in order of length of the SMILES, falling:
canonical_smiles	TWEAK-Fn14 inh	SRC1 inh	LMP1 NFkB inh	SRC2 inh	NR5A2 inv ag	NOD2-RIPK2 inh	TLR9-MyD88 block	NCOA3 inh	NR2F2 inh	TROY NFkB inh	C8 TRAIL sens
COc1cc([N+](=O)[O-])ccc1NC(=O)CSc1nncn1-c1cccnc1	6.2	0.1	-4.0	-17.1	1.2	-0.6	-1.3	-9.2	-2.6	1.1	3.8
O=C1C2CCCN2C(c2cccs2)N1c1ccc(Cl)cc1 (stereo unspecified)	13.9	-59.1	-1.9	-18.3	-12.4	-15.9	-9.5	-76.2	1.8	-9.3	9.6
CC(C)CC(=O)N/C(N)=N/c1nc2ccccc2o1	-3.1	-79.1	-37.9	-41.4	-176.3	7.1	-6.2	-56.7	-38.9	-3.9	11.9
